# Screens from PubChem.
# tim10-1 inh = tim10-1 yeast growth inhibition; 2.2% of 330,000 active; S. cerevisiae tim10-1 ts strain growth, BacTiter-Glo, 24 h; AID 463190; inhibition, % at 20 µM;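 active = inhibition of at least 40%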;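 also: mutant grown at 25 °C; 0% = DMSO wells with yeast and 100% = wells holding no yeast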
# APJ antag = APJ receptor antagonism. CHO-K1 APJ beta-arrestin complementation, luminescence. inhibition, % at 20 µM. 0.32% of 330,000 active. P35414;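 active = inhibition above about 40% at 20 µM, limit read from the data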;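 also: cells challenged with 10 nM apelin-13 agonist together with compound; plate controls were apelin-13 plus DMSO wells for no effect and DMSO wells lacking apelin-13 for full effect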
# Target sequence (P35414 whole entry, looked up): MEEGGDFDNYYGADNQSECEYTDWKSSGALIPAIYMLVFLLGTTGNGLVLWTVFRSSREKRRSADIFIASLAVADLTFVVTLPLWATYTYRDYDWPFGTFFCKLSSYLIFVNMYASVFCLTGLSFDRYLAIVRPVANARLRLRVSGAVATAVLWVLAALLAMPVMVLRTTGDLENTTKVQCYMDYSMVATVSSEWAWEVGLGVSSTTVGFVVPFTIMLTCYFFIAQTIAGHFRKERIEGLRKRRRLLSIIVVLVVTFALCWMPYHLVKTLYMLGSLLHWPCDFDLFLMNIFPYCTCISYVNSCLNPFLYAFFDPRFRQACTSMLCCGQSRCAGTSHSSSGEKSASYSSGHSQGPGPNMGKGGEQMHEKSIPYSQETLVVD
# NR3A LBD binder = modulates the human NR3A ligand-binding domain | NR3A LBD differential scanning fluorimetry, Tm shift; 0% = protein alone, 100% = glycine-bound protein | Tm shift relative to glycine control, % at 25 µM | 2.5% of 340,000 active;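 active = melting temperature shift of at least 10% of the positive control shift, at one fixed dose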
# MPTP inh = inhibitors of mitochondrial permeability transition pore. 1.4% of 360,000 active. isolated mouse mitochondria, Ca2+ swelling absorbance, 30 min. AID 602449. inhibition, % at 10 µM;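 active = inhibition of 50% or more, scaled per plate between neutral and stimulator controls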;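 also: 0% = DMSO wells given calcium and 100% = 1 mM EGTA wells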
# MIN6 prolif = MIN6 beta-cell proliferation induction | 0.29% of 330,000 active | AID 2380 | proliferation, % at 10 µM | MIN6 cells proliferation, ATPlite luminescence, 48 h; cells starved in 0.2% serum; 100% = growth in 10% serum;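 active = compounds whose signal lies at least 3.5 SD above the mean of all wells on their plate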;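 also: 0% = DMSO-treated cells in low-serum medium and 100% = 10% serum control; some compounds called inactive have numbers as strong as hits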
# APJ ag = APJ receptor agonism | P35414 | CHO-K1 APJ PathHunter beta-arrestin, luminescence; 0% DMSO wells, 100% apelin | activation, % at 20 µM | 0.11% of 330,000 active;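 active = activation more than six SD over the plate average, tested at 20 µM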;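 also: 0% = DMSO alone and 100% = apelin-13 at 10 nM; some results filed as inactive read as strong as hits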
#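 Material: engineered CHO-K1 APJ arrestin reporter cells; amount: 1000 CHO-K1 reporter cells seeded per well; incubation: compound stimulation 90 min at 25 °C, detection 60 min; signal: luminescent beta-gal fragment complementation, chemiluminescent substrate; read-out basis: APJ agonist activity; controls: DMSO-only wells as negative, 10 nM Apelin-13 as positive control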
# TIM10 inh = inhibits growth of TIM10 yeast strain | AID 463195 | 1.4% of 330,000 active | S. cerevisiae TIM10 strain growth, BacTiter-Glo luminescence, 24 h | inhibition, % at 10 µM;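 active = inhibition of 40% or more at the single tested concentration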;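 also: wild-type TIM10 isogenic control strain grown at permissive 25 °C; 0% = DMSO yeast wells and 100% = minimal medium wells without yeast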
# NALP3 yeast inh = NALP3 inhibition in yeast | Yeast reconstituted NLRP3/ASC/caspase-1, beta-gal luminescence, 24 h | inhibition, % at 10 µM | 0.39% of 330,000 active | AID 2825;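 active = inhibition of 50% or more; inactive = inhibition below 50%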;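 also: plate controls were induced DMSO wells for no effect and uninduced yeast grown without galactose for full effect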
# tim23-1 inh = inhibits growth of tim23-1 mutant yeast; 1.3% of 330,000 active; inhibition, % at 20 µM; S. cerevisiae tim23-1 growth, BacTiter-Glo luminescence, 24 h; AID 463212;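 active = growth inhibition of the mutant yeast at or above 50%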;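 also: temperature-sensitive mutant grown at 25 °C; plate controls were DMSO-treated mutant yeast for no effect and medium wells lacking yeast for full effect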
# Active calls of the source: *; nt = not tested or not shown.
SMILES,tim10-1 inh,APJ antag,NR3A LBD binder,MPTP inh,MIN6 prolif,APJ ag,TIM10 inh,NALP3 yeast inh,tim23-1 inh
Cc1ccc(S(=O)(=O)N(C)c2c(C)ccc(S(N)(=O)=O)c2C)cc1,10,7,-2,-0.8,1,-1,10,6,8
Cc1ccc(S(=O)(=O)N2CCC3(CC2)OCCN3S(=O)(=O)c2cccs2)cc1,35,1,4,-1.4,0,-2,5,12,38
Cc1noc(C)c1C(=O)NC(C)C12CC3CC(CC(C3)C1)C2 (stereo not given),37,-5,-1,1.4,-2,-2,9,-19,11
O=C(COC(=O)c1ccccn1)Nc1ccc2c(c1)OCCO2,-13,15,-1,-1.2,-4,-2,-8,-6,-9
C/C(=C\c1ccco1)C1C(C#N)=C(N)Oc2n[nH]c(-c3ccc(C)cc3)c21 (stereo not given),-1,-3,-5,3.7,-2,-2,5,2,6
COc1cc(C(=O)N2CCCN(C)CC2)cc(OC)c1C,16,-17,0,-0.1,-2,-2,0,10,10
O=C1NC(c2ccncc2)C(C(=O)c2cccs2)C(O)(C(F)(F)F)N1 (stereo not given),1,-3,2,0.4,-3,0,1,-18,5
CC1(c2nnc(-c3ccncc3)o2)CC(c2c(Cl)cccc2Cl)=NO1 (stereo not given),-18,12,1,0.4,8,4,-34,14,1
COc1ccc(N(CC(=O)N/N=C/c2cccs2)S(=O)(=O)c2ccccc2)cc1,28,3,-11,2.6,-2,-3,29,4,28
C=CCNc1nc(Nc2ccc([N+](=O)[O-])cc2)nc(N2CCCC2)n1,35,1,-3,5.1,-4,4,23,6,26
COc1c(F)c(F)c(C(=O)Nc2ccccc2N2CCN(C(C)=O)CC2)c(F)c1F,-33,2,0,-1.7,-2,-1,-26,1,-6
Cc1cc(Oc2nc3c(C)cccn3c(=O)c2/C=C(\C#N)S(=O)(=O)c2ccc(Cl)cc2)ccc1Cl,27,10,-2,-1.1,-7,-2,16,11,47
C[C@@H]1COC(=O)[C@H](Cc2ccc(F)cc2)C/C=C\C[C@@H](CC(=O)N[C@H](CO)Cc2ccccc2)C(=O)N1,-9,-9,-2,-2.4,0,-1,4,22,22
COc1ccc(Cl)cc1N1C(=O)C2CCCN2C1c1ccccc1F (stereo not given),15,10,-1,1.5,0,-4,9,5,18
O=C(Nc1nnc(SCc2ccc(F)cc2)s1)C1CC(=O)N(Cc2ccccc2)C1 (stereo not given),14,12,-22,13,-2,2,7,2,11
Cc1nc2cc(NC(=O)c3ccc(N4C(=O)CCC4=O)cc3)ccc2s1,-19,10,0,0.8,-4,-1,-7,11,-4
CS(=O)(=O)N(CC(=O)NCCC1=CCCCC1)c1ccc2c(c1)OCO2,17,-7,-20,0.7,-4,3,6,0,17
O=C(O)CCN1C(=O)c2ccc(NC(=O)c3cccs3)cc2C1=O,9,8,0,1.1,-3,-3,13,16,17
Cc1ncc(CN2CCCC(CCC(=O)NCc3ccc(F)c(F)c3)C2)s1 (stereo not given),2,-5,-1,-2.0,2,-4,-10,13,12
CC(Sc1nc(-c2ccco2)nc2c1c(=O)n(C)c(=O)n2C)C(=O)O (stereo not given),-4,9,0,1.3,-3,-2,-32,-8,-13
Cc1oc2c(C)c(O)ccc2c(=O)c1-c1cnn(-c2ccccc2)c1,-6,6,1,12,-4,-7,8,6,1
COCCN(C(=O)Cn1nnc2ccccc21)C(C(=O)NC1CCCCC1)c1ccc(OC)cc1OC (stereo not given),20,4,9,-3.9,-3,0,11,-9,27
OC1(c2cccs2)CN(c2ccc(Cl)cc2)C2=[N+]1CCCS2 (stereo not given),3,3,4,-3.2,-3,-1,6,8,8
CCN1C(=O)NC2C1N(S(C)(=O)=O)CCN2S(C)(=O)=O (stereo not given),-7,3,2,0.1,2,0,1,2,-5
O=C(Cn1ccc(NC(=O)OCc2ccccc2)nc1=O)NCCN1CCOCC1,-1,22,1,-1.7,5,-3,-9,1,5

# Compounds from the list above that have a halogen, in the order listed:
SMILES,tim10-1 inh,APJ antag,NR3A LBD binder,MPTP inh,MIN6 prolif,APJ ag,TIM10 inh,NALP3 yeast inh,tim23-1 inh
O=C1NC(c2ccncc2)C(C(=O)c2cccs2)C(O)(C(F)(F)F)N1 (stereo not given),1,-3,2,0.4,-3,0,1,-18,5
CC1(c2nnc(-c3ccncc3)o2)CC(c2c(Cl)cccc2Cl)=NO1 (stereo not given),-18,12,1,0.4,8,4,-34,14,1
COc1c(F)c(F)c(C(=O)Nc2ccccc2N2CCN(C(C)=O)CC2)c(F)c1F,-33,2,0,-1.7,-2,-1,-26,1,-6
Cc1cc(Oc2nc3c(C)cccn3c(=O)c2/C=C(\C#N)S(=O)(=O)c2ccc(Cl)cc2)ccc1Cl,27,10,-2,-1.1,-7,-2,16,11,47
C[C@@H]1COC(=O)[C@H](Cc2ccc(F)cc2)C/C=C\C[C@@H](CC(=O)N[C@H](CO)Cc2ccccc2)C(=O)N1,-9,-9,-2,-2.4,0,-1,4,22,22
COc1ccc(Cl)cc1N1C(=O)C2CCCN2C1c1ccccc1F (stereo not given),15,10,-1,1.5,0,-4,9,5,18
O=C(Nc1nnc(SCc2ccc(F)cc2)s1)C1CC(=O)N(Cc2ccccc2)C1 (stereo not given),14,12,-22,13,-2,2,7,2,11
Cc1ncc(CN2CCCC(CCC(=O)NCc3ccc(F)c(F)c3)C2)s1 (stereo not given),2,-5,-1,-2.0,2,-4,-10,13,12
OC1(c2cccs2)CN(c2ccc(Cl)cc2)C2=[N+]1CCCS2 (stereo not given),3,3,4,-3.2,-3,-1,6,8,8

# (listing goes on)
SMILES,tim10-1 inh,APJ antag,NR3A LBD binder,MPTP inh,MIN6 prolif,APJ ag,TIM10 inh,NALP3 yeast inh,tim23-1 inh
CN(c1ccccc1)S(=O)(=O)c1cc(C(=O)OCC(N)=O)ccc1Cl,1,-23,-2,-0.3,-2,-2,17,-2,-4
CO/C(N)=C(\C#N)N=Cc1ccccc1Cl,23,8,-9,-0.5,3,-3,47*,6,52*
O=C(Nc1ccccc1)Nc1ccc(Cl)c([N+](=O)[O-])c1,12,-4,23*,101*,-5,-2,9,16,2
Cc1cccc(C)c1OCc1cc(C(=O)N(Cc2nccn2C)C(C)C)no1,13,-5,-1,0.7,-2,0,2,12,0
COc1ccc(S(=O)(=O)NCC(c2ccco2)N2CCc3ccccc3C2)cc1 (stereo not given),35,16,0,1.4,-1,-3,4,4,31
O=C(COC(=O)/C=C/c1ccc(S(=O)(=O)N2CCCCCC2)cc1)NCc1ccccc1Cl,36,-8,-3,0.9,2,3,5,18,11
N#Cc1ccccc1OCC(=O)OCC(=O)N1CCCC1,-9,-9,0,-2.4,-1,-5,-8,13,-10
COc1ccc(NC(C)=O)cc1S(=O)(=O)N1CCN(C/C=C/c2ccccc2)CC1,4,5,-4,-0.5,-1,-2,1,-1,15
CC(C)=C1SC(N2CCN(c3cccc(C)c3)CC2)=NC1=O,-12,3,-3,0.2,-3,2,-47,40,14
Nc1nc(NCCCN2CCOCC2)nc(Nc2ccc(Cl)cc2)c1[N+](=O)[O-],11,-7,-1,-0.3,1,0,18,20,4
COc1ccccc1NC(=O)CSc1ncnc2c1oc1ccccc12,5,-3,1,11,-1,-3,-20,9,-10
O=C(OCC(=O)N(C1CCCCC1)C1CCCCC1)c1cnccn1,19,14,2,-2.7,-4,-4,35,-13,-5
COCCN(C(=S)Nc1ccc(C)cc1C)C(C)c1cccs1 (stereo not given),16,5,0,1.3,4,-3,14,3,25
CC(C)(C)c1cc[n+](-c2nc([O-])sc2C=O)cc1,9,7,-2,0.3,1,-4,8,-10,-14
Cc1ccc(S(=O)(=O)N2CCOCC2)cc1C(=O)NC1=NCCS1,8,14,0,0.0,1,-1,0,-1,8
CCOc1ccc(C(=O)NC(C(=O)NCc2ccccn2)C(C)C)cc1 (stereo not given),0,4,2,2.7,-2,-3,-9,7,4
CCOc1ccc(S(=O)(=O)NCc2ccc(F)cc2)c2cccnc12,19,4,-1,-4.3,0,-5,8,3,3
CC(Sc1nnnn1C1CC1)C(=O)Nc1cccc(S(=O)(=O)N2CCOCC2)c1 (stereo not given),3,23,-1,-1.4,0,-2,-2,9,14
Cc1ccc(Cl)cc1N1CCN(C(c2ccc(C#N)cc2)c2nnnn2C2CCCC2)CC1 (stereo not given),11,-18,-3,7.4,3,-1,19,-11,23
Cc1ccc(CNC(=O)C2CC=CCC2C(=O)O)cc1 (stereo not given),9,-4,3,-1.5,-1,1,-12,5,8
CN(C(=O)COC(=O)/C=C/c1ccc(S(=O)(=O)N2CCc3ccccc32)cc1)C1CCS(=O)(=O)C1 (stereo not given),8,-16,1,-2.6,1,-4,1,-1,0
CCOc1cc2[nH]c(=S)n(Cc3ccc(C(=O)NCCOC)cc3)c(=O)c2cc1OCC,13,-4,-2,2.4,-2,-3,3,20,-17
C/C(=N\NC(=O)Cc1c(C)[nH][nH]c1=O)c1cccc(Br)c1,11,7,0,0.4,2,-3,-6,-7,0
COc1ccc(/C=N/Nc2nncn2N)cc1Br,-1,-23,2,0.0,0,2,16,3,-8
Cc1cc(C(=O)O)ccc1-n1c(C)ccc1C,12,22,nt,nt,0,1,-9,7,11

# (listing goes on)
SMILES,tim10-1 inh,APJ antag,NR3A LBD binder,MPTP inh,MIN6 prolif,APJ ag,TIM10 inh,NALP3 yeast inh,tim23-1 inh
COc1cc2c(C(=O)NCc3ccc4c(c3)OCO4)cn(C)c(=O)c2cc1OC,11,-25,-1,-0.7,-1,-1,7,10,4
CCCCC1=CC2=CC(=O)C(C)(OC(=O)CC)C(=O)C2=CN1C(CO)CO (stereo not given),7,-44,0,0.7,-2,6,12,10,13
CC(C(=O)N1CCN(c2ccccc2)CC1)N1C(=O)C2CC=CCC2C1=O (stereo not given),18,-1,0,0.6,-3,2,-3,7,23
Cc1nn(Cc2ccccc2Cl)c2sc(C(=O)NC(C)(C)C)cc12,33,-28,-6,-1.9,-2,-1,24,24,19
Cn1ncc2c(=O)[nH]cnc21,-3,4,0,-1.0,-3,-2,7,-1,-3
CCOC(=O)C(=O)N1CCC(C(=O)OC)CC1,11,-3,-2,-0.4,-3,-3,-5,-11,7
Cc1ccccc1N1CCN(S(=O)(=O)C[C@]23CCC(CC2NC(=O)[C@@H](N)CCS(C)(=O)=O)C3(C)C)CC1 (stereo not given in full),9,-1,2,-0.2,-4,-4,8,19,7
Cc1cc(=O)oc2cc(OCC(=O)NC3CC(C)(C)NC(C)(C)C3)c(Cl)cc12,22,1,1,-1.3,4,-5,1,9,6
COCCCNC(=S)N(Cc1ccccc1)Cc1ccc(F)cc1,27,2,1,-0.8,0,-5,21,-13,27

# This is a random part of the collection; overall some 7.2% were active at least once.
